All columns: NCI-60 one-dose screen, growth in % after 48 h at 10 µM unless noted; 100 = growth as untreated, 0 = no growth, -100 = all killed.
MOLT-4 = MOLT-4 leukemia cells; hit rate 6.9% among 80,000
K-562 = K-562 leukemia | hit rate 7.4% among 78,000
T-47D = T-47D breast cancer; hit rate 5% among 79,000
BT-549 = BT-549 breast cancer; hit rate 4.4% among 78,000
SR = SR leukemia cells | hit rate 8.7% among 73,000
MCF7 = MCF7 breast cancer | hit rate 6.3% among 82,000 | AID 1794796
MDA-MB-468 = MDA-MB-468 breast cancer; hit rate 8.5% among 78,000; AID 2202374
MDA-MB-231 = MDA-MB-231 breast cancer; hit rate 5% among 81,000; AID 1794789
An asterisk follows results filed as active; & = joins results of further samples. How the source made its calls: active means growth percent below 10; inactive means the rest.

What do the screens show for `COc1cc2oc(-c3cccc(C(=O)N[C@@H](C)C(=O)OC(C)(C)C)c3)cc(=O)c2c(OC)c1OC`?
MOLT-4: 47.4; K-562: 41.1; T-47D: 57.8; BT-549: 70.4; SR: 35.1; MCF7: 61.7; MDA-MB-468: 73.5; MDA-MB-231: 75.6

How did COC(=O)c1nnn(-c2ccc(S(N)(=O)=O)cc2)c1C(=O)c1ccc(Cl)c(Cl)c1 do in these assays?
MOLT-4: 59.0; K-562: 103.3; BT-549: 103.1; MCF7: 75.2; MDA-MB-468: 98.2

Results for Cn1ccnc1C(=O)/C=C/c1ccc(C(=O)Nc2ccc(NC(=O)CCNC(=O)c3csc(Br)n3)cc2)cc1 ?
MOLT-4: 70.3; K-562: 16.0; T-47D: 58.9; BT-549: 65.4; SR: 12.5; MCF7: 17.7; MDA-MB-468: 48.4; MDA-MB-231: 72.9

How did O=C1CC(=O)c2cccc3cccc1c23 do in these assays?
MOLT-4: 98.4; K-562: 94.4; T-47D: 93.8; BT-549: 104.7; SR: 86.0; MCF7: 81.2; MDA-MB-468: 88.9; MDA-MB-231: 93.4

What do the screens show for `O=C(NNc1nc(Cl)nc(N2CCN(C(c3ccccc3)c3ccccc3)CC2)n1)c1ccccc1`?
MOLT-4: -39.2*; K-562: -38.8*; T-47D: 54.8; BT-549: 7.6*; SR: -37.4*; MCF7: 82.5; MDA-MB-468: -47.2*; MDA-MB-231: -54.3*

Results for CC1(O)c2ccccc2N2C(=O)NC(=O)C23OC=CC13 (stereo not drawn) ?
MOLT-4: 92.0; K-562: 100.4; T-47D: 92.4; BT-549: 95.4; SR: 100.8; MCF7: 92.0; MDA-MB-468: 103.0; MDA-MB-231: 103.8

How did COc1cc(C)c2ccccc2n1 do in these assays?
MOLT-4: 99.2; K-562: 99.7; T-47D: 101.7; BT-549: 99.7; SR: 94.1; MCF7: 98.5; MDA-MB-468: 99.3; MDA-MB-231: 108.1

What do the screens show for `O=C(NNc1nccc(Nc2ccc(S(=O)(=O)Nc3ccncc3)cc2)n1)c1ccccc1`?
MOLT-4: 96.7; K-562: 107.4; T-47D: 92.6; BT-549: 89.5; SR: 87.6; MCF7: 94.0; MDA-MB-468: 115.8; MDA-MB-231: 90.9

How did Oc1ccc(Oc2c(F)c(F)c(Oc3ccc(O)cc3)c(F)c2F)cc1 do in these assays?
MOLT-4: 66.1; K-562: 89.2; T-47D: 92.8; BT-549: 121.5; SR: 61.9; MCF7: 125.7; MDA-MB-231: 92.1

What do the screens show for `Cc1nn(-c2ccc(Cl)cc2)c(N)c1C1(O)C(=O)Nc2ccc(F)cc21` (stereo not drawn)?
MOLT-4: 72.8; K-562: 69.7; T-47D: 96.2; BT-549: 98.2; SR: 111.7; MCF7: 99.5; MDA-MB-231: 101.9

What do the screens show for `CS(=O)(=O)c1ccc2c(c1)c1c(n2C(=O)c2ccc(Cl)cc2)CCCC1=O`?
T-47D: 105.0; BT-549: 86.8; SR: 94.5; MCF7: 87.0; MDA-MB-468: 111.0; MDA-MB-231: 104.0

What do the screens show for `NC(=Nc1ccccc1)SCCCCCSC(N)=Nc1ccccc1`?
MOLT-4: 57.8; K-562: 33.8; T-47D: 49.3; BT-549: 70.6; SR: 66.8; MCF7: 72.5; MDA-MB-468: 43.0; MDA-MB-231: 63.0

Results for Clc1ncc(Br)c(N2CCC3(CC2)OCCO3)n1 ?
MOLT-4: 93.0; K-562: 100.7; T-47D: 90.6; BT-549: 102.2; SR: 93.8; MCF7: 110.0; MDA-MB-468: 102.8; MDA-MB-231: 116.9

How did Cn1nc(CC#N)c2c(=N)n(N)cnc21 do in these assays?
MOLT-4: 94.7; K-562: 102.9; T-47D: 105.0; BT-549: 121.5; SR: 93.4; MCF7: 100.4; MDA-MB-468: 105.5; MDA-MB-231: 96.7

How did COc1cc(C2CC(c3ccc(Cl)cc3)=NN2C=O)ccc1Oc1ccnc2cc(Cl)ccc12 (stereo not drawn) do in these assays?
MOLT-4: 62.0; K-562: 72.5; T-47D: 56.4; BT-549: 94.7; SR: 63.2; MCF7: 53.4; MDA-MB-468: 39.7; MDA-MB-231: 56.9

In the list so far, two contain fluorine.
How did Oc1ccc(Oc2c(F)c(F)c(Oc3ccc(O)cc3)c(F)c2F)cc1 do in these assays?
MOLT-4: 66.1; K-562: 89.2; T-47D: 92.8; BT-549: 121.5; SR: 61.9; MCF7: 125.7; MDA-MB-231: 92.1

What do the screens show for `Cc1nn(-c2ccc(Cl)cc2)c(N)c1C1(O)C(=O)Nc2ccc(F)cc21` (stereo not drawn)?
MOLT-4: 72.8; K-562: 69.7; T-47D: 96.2; BT-549: 98.2; SR: 111.7; MCF7: 99.5; MDA-MB-231: 101.9

Next structures.
Results for Cc1cccc(N=C(N)N)c1 ?
MOLT-4: 64.9; K-562: 87.3; T-47D: 81.3; BT-549: 80.0; SR: 93.2; MCF7: 89.3; MDA-MB-468: 94.0; MDA-MB-231: 76.2

How did CC1(C)CC(=O)c2cc3c(N)c(C(=O)NCc4ccccc4)sc3nc2C1 do in these assays?
MOLT-4: 124.2; K-562: 117.8; T-47D: 100.5; BT-549: 111.0; SR: 116.5; MCF7: 87.0; MDA-MB-468: 93.1; MDA-MB-231: 101.1

How did CCOC(=O)c1c(NC(=O)c2ccccc2)sc2c3c(ccc12)OCN(C)C3 do in these assays?
MOLT-4: -33.0*; K-562: -53.3*; T-47D: -10.1*; BT-549: 62.2; SR: -39.6*; MCF7: -50.6*; MDA-MB-468: -73.7*; MDA-MB-231: -74.7*

What do the screens show for `CCOc1ccc2c(S(=O)(=O)O)cccc2c1[N+](=O)[O-]`?
MOLT-4: 96.4&86.8; K-562: 88.4&101.0; T-47D: 111.2&113.8; BT-549: 102.5&118.5; SR: 94.2&100.0; MCF7: 104.4&107.2; MDA-MB-468: 105.6&103.5; MDA-MB-231: 109.6&106.2

Results for C=C1CCC[C@@H]2[C@@](C)(Cc3cc(O)ccc3O)C(C)CC[C@]12C (stereo partly drawn) ?
MOLT-4: 44.0; K-562: 46.0; T-47D: 31.2; BT-549: 40.7; SR: 56.8; MCF7: 49.8; MDA-MB-468: 44.9; MDA-MB-231: 83.8

What do the screens show for `C[C@@H]1CC[C@@H]2[C@@H]1[C@H](OC(=O)/C=C/c1ccccc1)[C@]1(C3CCCCC3)C[C@@H](NC(=O)CO)[C@@]2(C)O1`?
MOLT-4: 88.9; T-47D: 95.0; BT-549: 98.6; SR: 93.9; MCF7: 89.6; MDA-MB-468: 114.7; MDA-MB-231: 102.3

How did COc1cc(Cn2c(SCCC(=O)Nc3ccc(Cl)cc3)nc3ccccc3c2=O)cc(OC)c1OC do in these assays?
MOLT-4: 62.5; K-562: 63.7; T-47D: 85.9; BT-549: 81.2; SR: 61.4; MCF7: 84.5; MDA-MB-468: 91.0; MDA-MB-231: 64.5

Results for CN1CCC[C@]2(C)[C@H]3CC[C@]4(C)C(=O)/C(=C/c5ccccn5)C[C@H]4[C@@H]3CC[C@@H]12 ?
MOLT-4: 88.7; K-562: 80.9; T-47D: 81.8; BT-549: 90.9; SR: 87.8; MCF7: 81.4; MDA-MB-468: 73.3; MDA-MB-231: 95.9

What do the screens show for `CCOC(=O)c1sc(/N=C2\NC(=O)/C(=C3/C(=O)N(Cc4ccccc4)c4ccccc43)S2)nc1C`?
MOLT-4: 115.5; K-562: 111.2; T-47D: 111.3; BT-549: 91.8; SR: 112.6; MCF7: 95.3; MDA-MB-468: 103.9; MDA-MB-231: 105.1

Results for CC(=O)[C@@]1(O)CC[C@H]2[C@@H]3CCC4=CC(=O)CC[C@]4(C)[C@H]3[C@H](O)C[C@@]21C ?
MOLT-4: 111.7; K-562: 115.4; T-47D: 90.2; BT-549: 101.8; SR: 99.6; MCF7: 89.3; MDA-MB-468: 105.4; MDA-MB-231: 106.6

How did CCc1cc2n(n1)-c1ccc(C#N)cc1Oc1ccccc1-2 do in these assays?
MOLT-4: 84.0; K-562: 88.6; T-47D: 60.7; BT-549: 115.5; SR: 81.1; MCF7: 99.2; MDA-MB-468: 97.6; MDA-MB-231: 87.2

How did Cc1ccc(S(=O)(=O)Nc2ccccc2C)cc1 do in these assays?
MOLT-4: 106.5; K-562: 91.3; T-47D: 106.1; BT-549: 107.4; SR: 101.1; MCF7: 93.0; MDA-MB-468: 103.7; MDA-MB-231: 107.1

How did O[Si](O)(c1cccc2ccccc12)c1cccc2ccccc12 do in these assays?
MOLT-4: 84.4; K-562: 92.7; T-47D: 86.5; BT-549: 99.1; SR: 86.8; MCF7: 103.6; MDA-MB-468: 97.5; MDA-MB-231: 110.0

What do the screens show for `N#C/C(=C\c1cccs1)C(=O)Nc1ncc(Cc2ccc(Cl)cc2)s1`?
MOLT-4: 96.2; K-562: 78.6; T-47D: 84.9; BT-549: 89.3; SR: 74.7; MCF7: 81.6; MDA-MB-468: 83.8; MDA-MB-231: 96.3

How did COc1ccc(-c2nnc(Nc3ccc(C)cc3C)o2)cc1OC do in these assays?
MOLT-4: 96.7; K-562: 104.2; T-47D: 81.0; SR: 94.9; MCF7: 94.7; MDA-MB-468: 115.2; MDA-MB-231: 91.8

Structures shown so far that contain bromine, in the order listed:
Results for Cn1ccnc1C(=O)/C=C/c1ccc(C(=O)Nc2ccc(NC(=O)CCNC(=O)c3csc(Br)n3)cc2)cc1 ?
MOLT-4: 70.3; K-562: 16.0; T-47D: 58.9; BT-549: 65.4; SR: 12.5; MCF7: 17.7; MDA-MB-468: 48.4; MDA-MB-231: 72.9

Results for Clc1ncc(Br)c(N2CCC3(CC2)OCCO3)n1 ?
MOLT-4: 93.0; K-562: 100.7; T-47D: 90.6; BT-549: 102.2; SR: 93.8; MCF7: 110.0; MDA-MB-468: 102.8; MDA-MB-231: 116.9

(list continues)
How did O=C1NN/C(c2cc3ccccc3o2)=C\C(=O)C(=O)N1 do in these assays?
MOLT-4: 69.8; K-562: 102.2; T-47D: 104.8; BT-549: 97.5; SR: 71.9; MCF7: 111.0; MDA-MB-231: 87.0

Results for c1nc(NCC2CCCO2)cc(Nc2ccc(OCCN3CCCC3)cc2)n1 (stereo not drawn) ?
MOLT-4: 101.3; K-562: 100.6; T-47D: 98.3; BT-549: 95.2; SR: 103.6; MCF7: 90.1; MDA-MB-468: 117.0; MDA-MB-231: 104.5

Results for CN(C)c1ccc(C=Nc2cc(S(=O)(=O)O)cc3cc(S(=O)(=O)O)c(N=Nc4ccccc4)c(O)c23)cc1 ?
MOLT-4: 100.6; K-562: 98.3; T-47D: 99.7; BT-549: 113.7; SR: 97.2; MCF7: 93.3; MDA-MB-468: 101.7; MDA-MB-231: 100.0

Results for N#Cc1c2cccnc2c2nnc3ccccc3n12 ?
MOLT-4: 117.6; K-562: 113.2; T-47D: 99.8; SR: 105.1; MCF7: 89.3; MDA-MB-468: 106.8; MDA-MB-231: 95.8

Results for C#C[C@]1(O)CC[C@H]2[C@@H]3CC=C4c5sc(-c6ccc(O)c(O)c6)nc5CC[C@]4(C)[C@H]3CC[C@@]21C ?
MOLT-4: -48.0*; K-562: -51.3*; T-47D: -25.7*; BT-549: -93.3*; SR: -25.7*; MCF7: -72.8*; MDA-MB-468: -71.7*; MDA-MB-231: -77.8*

Results for Cc1cc(N(CCNc2ccnc3cc(Cl)ccc23)Cc2ccc3c(c2)OCO3)nc(N2CCCC2)n1 ?
MOLT-4: -17.7*; K-562: -33.2*; T-47D: -36.4*; BT-549: -7.7*; SR: -46.7*; MCF7: 7.8*; MDA-MB-468: -39.4*; MDA-MB-231: -8.4*

Results for O=C1C(Nc2ccc(S(=O)(=O)Nc3ccccn3)cc2)=C(Cl)C(=O)c2ncccc21 ?
T-47D: 89.9; BT-549: 114.2; MCF7: 53.2; MDA-MB-468: 22.9; MDA-MB-231: 73.2

Results for CCOC(=O)C1=C(C)NC(=O)NC1c1ccc(OCc2cn(-c3ccc(C(C)=O)cc3)nn2)cc1 (stereo not drawn) ?
MOLT-4: 95.6; T-47D: 89.7; BT-549: 97.9; MCF7: 92.1; MDA-MB-468: 97.4; MDA-MB-231: 101.6

How did COc1ccccc1N1CCN(CCCOc2ccc(C(=O)/C=C3/C(=O)Nc4ccccc43)cc2)CC1 do in these assays?
MOLT-4: 18.6; K-562: 17.6; T-47D: 33.3; BT-549: 68.1; SR: 19.8; MCF7: 49.7; MDA-MB-231: 57.0

Results for CCCCCCOc1ccccc1C(N)=O ?
MOLT-4: 98.4; K-562: 104.6; T-47D: 91.6; BT-549: 94.7; MDA-MB-468: 95.8; MDA-MB-231: 97.8

What do the screens show for `CC(C)(CCN=C(N)Nc1cnc(C(F)(F)F)nc1)Oc1ccc(C(F)(F)F)cc1`?
MOLT-4: 68.6; K-562: 63.9; T-47D: 49.7; BT-549: 84.5; SR: 67.7; MCF7: 74.7; MDA-MB-468: 87.0; MDA-MB-231: 68.1

Results for Cc1cccc2cc(-c3cc4ccccc4[nH]3)c(=NC(=O)c3ccc(Cl)cc3)oc12 ?
K-562: 103.9; T-47D: 94.7; BT-549: 104.0; SR: 107.9; MCF7: 86.0; MDA-MB-231: 78.9

What do the screens show for `ClCc1ccc(-c2ccccc2)cc1`?
MOLT-4: 90.7; K-562: 97.4; T-47D: 95.9; BT-549: 100.5; SR: 99.9; MCF7: 93.0; MDA-MB-468: 85.8; MDA-MB-231: 102.8

How did Cc1ccc(C)c2c1[nH]c1ccccc12 do in these assays?
MOLT-4: 97.5; K-562: 120.1; T-47D: 100.4; BT-549: 103.4; SR: 111.6; MCF7: 101.8; MDA-MB-468: 119.7; MDA-MB-231: 92.2

What do the screens show for `O=C1/C(=C/c2ccc(Br)cc2)C=C(c2ccccc2)N1CCc1ccccc1`?
K-562: 75.5; T-47D: 50.5; BT-549: 74.5; SR: 58.6; MCF7: 55.2; MDA-MB-468: 45.0; MDA-MB-231: 24.8

Compounds were not picked by outcome; 13% or so of the library scored in one or more.
